Screening data: PubChem, several laboratories
PP5 primary: blocks human protein phosphatase 5 activity. purified PP5c, OMFP substrate fluorescence. inhibition, % at 6.7 µM. actives 0.18% (n = 320,000). AID 1987;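 active = inhibition above the campaign's mean inhibition across all tested compounds plus 3 SD, cut at about 9.5% in these data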;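 also: 0% = DMSO only and 100% = 100 µM cantharidin control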
ZTA counter: blocks Epstein-Barr virus ZTA, an EBNA-1 counter-screen; ZTA-DNA binding, fluorescence polarization; inhibition, % at 11 µM; actives 0.15% (n = 320,000); AID 2234; in the data active = inhibition above about 33%
PP1 counter: counter-screen for PP5 inhibitors: inhibitors of human PP1-alpha. P62136. purified PP1alpha, OMFP fluorescence. inhibition, % at 6.7 µM. actives 0.9% (n = 320,000);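 active = inhibition above the mean inhibition of all tested compounds plus 3 SD, computed separately for each screening campaign, cut at about 15% in these data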
Target sequence (P62136 whole entry, looked up): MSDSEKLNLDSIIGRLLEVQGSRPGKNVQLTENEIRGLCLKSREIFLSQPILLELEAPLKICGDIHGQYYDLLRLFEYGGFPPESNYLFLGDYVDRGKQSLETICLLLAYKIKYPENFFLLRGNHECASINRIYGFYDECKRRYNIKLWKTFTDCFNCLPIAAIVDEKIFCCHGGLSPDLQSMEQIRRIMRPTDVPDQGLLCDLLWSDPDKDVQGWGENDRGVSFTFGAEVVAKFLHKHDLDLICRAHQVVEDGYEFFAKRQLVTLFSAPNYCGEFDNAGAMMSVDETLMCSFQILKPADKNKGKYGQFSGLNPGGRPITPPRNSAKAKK
TPT1 inh: blocks Candida albicans tRNA 2'-phosphotransferase. recombinant caTPT1, FP RNA substrate dephosphorylation. actives 0.81% (n = 300,000). inhibition, % at 5 µM;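 active = inhibition above the mean of all tested compounds plus 3 SD, set per screening campaign, cut at about 24% in these data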;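 also: plate controls were DMSO alone for no effect and ferristatin control at 100 nM for full effect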
Efflux pump mplx: inhibitors of Candida antifungal efflux pumps expressed in yeast | actives 0.44% (n = 330,000) | inhibition, % at 10 µM | S. cerevisiae Candida pump triplex, Nile Red efflux;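 active = plate passing quality check with inhibition over a set limit, or well fluorescence over plate mean plus 4 SD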;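 also: Nile Red retained in pooled yeast measured as flow cytometry median fluorescence; 0% = buffer negative control and 100% = Enniatin B positive control; higher means more Nile Red kept so more efflux inhibition; some compounds called inactive have numbers as strong as hits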
EBNA-1 inhibitor: blocks EBNA-1 binding to DNA; EBNA-1 DNA binding, fluorescence polarization; inhibition, % at 14.8 µM; actives 0.34% (n = 300,000); in the data active = inhibition above about 28%
core dimer inh: blocks dimerization of HCV core protein | TR-FRET GST/Flag-core106 dimerization, 1536-well | inhibition, % at 5 µM | actives 0.33% (n = 300,000) | AID 1899;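 active = inhibition above the mean of all tested compounds plus 3 SD, set per screening campaign, cut at about 45% in these data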
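test system = GST/Flag-tagged HCV core106 proteins | probe or stimulus = Eu donor and XL665 acceptor anti-tag antibodies | times = compound-protein-antibody incubation 4 h at 22.5 °C | signal = TR-FRET, excitation 340 nm, emission 617 and 671 nm | measure = percent inhibition of core106 dimerization signal | controls = wells lacking GST-core106 and wells with excess unlabelled core106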
PREPL inhibitor: inhibits the human prolyl oligopeptidase-like enzyme; recombinant PREPL, fluorescence polarization activity-based probe; inhibition, % at 5.96 µM; actives 0.68% (n = 320,000); Q4J6C6; AID 2751; in the data active = inhibition above about 43%;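 also: 0% = enzyme with DMSO and 100% = wells lacking enzyme; many of its hits are not listed in these tables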
Target sequence (Q4J6C6 whole entry, looked up): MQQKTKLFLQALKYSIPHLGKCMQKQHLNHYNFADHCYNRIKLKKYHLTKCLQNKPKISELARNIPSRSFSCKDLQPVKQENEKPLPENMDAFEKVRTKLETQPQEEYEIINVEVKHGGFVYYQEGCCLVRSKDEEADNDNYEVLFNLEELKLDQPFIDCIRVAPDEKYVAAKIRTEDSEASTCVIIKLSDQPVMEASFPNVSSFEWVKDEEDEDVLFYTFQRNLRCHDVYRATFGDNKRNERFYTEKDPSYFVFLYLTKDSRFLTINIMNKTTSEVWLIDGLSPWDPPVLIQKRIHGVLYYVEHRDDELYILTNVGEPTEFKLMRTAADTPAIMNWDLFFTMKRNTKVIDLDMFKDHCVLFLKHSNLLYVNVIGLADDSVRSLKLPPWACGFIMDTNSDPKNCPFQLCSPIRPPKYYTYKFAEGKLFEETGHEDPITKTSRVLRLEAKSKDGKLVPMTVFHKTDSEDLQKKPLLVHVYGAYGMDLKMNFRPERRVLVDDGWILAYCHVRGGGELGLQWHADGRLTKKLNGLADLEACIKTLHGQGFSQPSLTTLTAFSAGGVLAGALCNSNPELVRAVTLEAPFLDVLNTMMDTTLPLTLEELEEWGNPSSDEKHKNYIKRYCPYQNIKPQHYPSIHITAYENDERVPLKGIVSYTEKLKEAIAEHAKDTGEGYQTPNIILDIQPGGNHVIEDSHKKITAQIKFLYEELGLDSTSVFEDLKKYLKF
CTSL1 counter: cathepsin L1 inhibition, PFM18AAP counter-screen; AID 1906; actives 0.49% (n = 300,000); recombinant F. hepatica cathepsin L1, Z-Leu-Arg-MCA fluorescence; inhibition, % at 5.96 µM;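 active = inhibition above the mean of all tested compounds plus 3 SD, set per screening campaign, cut at about 17% in these data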;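 also: 0% = plate median of test compound wells and 100% = 1 µM Z-Phe-Ala-diazomethylketone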
* hit, by the source's call; · = not tested or not shown.

SMILES	PP5 primary	ZTA counter	PP1 counter	TPT1 inh	Efflux pump mplx	EBNA-1 inhibitor	core dimer inh	PREPL inhibitor	CTSL1 counter
O=C(N[C@H](CO)[C@H](O)c1ccc([N+](=O)[O-])cc1)C(Cl)Cl	1.2	6	-5	-2	-0.2	3	-3	6	5
Nc1ccccc1Nc1ccccc1	2.1	-8	-5	8	0.2	-4	-13	25	19*
COc1ccccc1NC(=O)C(=O)N/N=C(\C)CC(=O)Nc1ccc(OCc2ccccc2)cc1	4.0	4	19*	-3	0.2	-8	9	-9	0
COc1ccccc1NC(=O)CCSc1nnc(-c2ccncc2)o1	-0.5	6	-1	-3	-0.1	0	-2	2	1
CS(=O)(=O)c1ccc(Cl)c(NC(=O)COC(=O)CNC(=O)c2ccc(Br)o2)c1	-0.5	-5	0	-1	-0.2	-5	1	4	-11
CC1(C)Cc2c(sc3[nH]c(=O)n(CC(=O)NCC4CCCO4)c(=O)c23)CO1 (centres undefined)	-1.7	-26	0	-2	-0.2	-7	-8	9	-2
CC(=O)c1cccc(NC(=O)CSc2nc(=O)n(CCN3CCOCC3)c3c2CCC3)c1	0.7	-9	-3	-1	0.0	-2	-3	11	-3
CSc1cc(C)n(-c2ccccc2)c(=S)c1C(C)=O	-1.1	8	-4	-3	0.0	2	5	-1	0
COc1ccccc1NC(=O)CN(c1ccccc1C)S(C)(=O)=O	2.2	-2	-1	0	0.1	-10	1	13	0
Cc1ccc(CNC(=O)Cc2noc3ccccc23)cc1	-0.1	-8	-6	1	0.1	-10	2	-2	-1
COc1ccc(CC(=O)NCc2n[nH]c(=S)n2-c2cccc(Cl)c2)cc1	0.1	13	-5	1	-0.1	-7	2	3	1
CCOCCCNC(=O)C(NC(=O)c1ccccc1O)c1ccccc1 (centres undefined)	-0.5	13	-7	-3	0.1	5	1	-3	-3
COc1ccc2oc(C(=O)OCC(=O)NC3CC3)c(C)c2c1	-1.2	9	-4	0	0.1	-2	3	15	0
Cc1ccc(C(=O)CC2(O)C(=O)N(CN3CCOCC3)c3ccccc32)cc1 (centres undefined)	0.2	-4	-2	-1	0.0	1	-10	-2	0
COc1ccc(-c2cn3cccc(C)c3n2)cc1F	0.2	-3	-3	-2	0.0	7	6	-4	-2
Cc1cccn2c(=O)c3cc(C#N)c(=NC(=O)c4cccs4)n(CC(C)C)c3nc12	-0.2	10	1	0	0.0	4	22	-6	0
COc1ccc(/C=C2\CCCC3C2=NN(C(=O)COC(=O)CNC(=O)c2ccccc2)C3c2ccc(OC)cc2)cc1 (centres undefined)	2.3	-5	3	0	0.1	5	20	1	3
Cc1cc(C)c2c(CN3CCN(Cc4ccc5c(c4)OCO5)CC3)cc(=O)oc2c1	-0.9	0	0	-6	-0.2	-4	10	13	6
CCOc1ccc(CCNC(=O)Cn2c(=O)oc3ccccc32)cc1OCC	0.4	11	-1	0	0.1	0	4	3	0
CCOc1ccc(CC(=O)N2N=C(C)CC2(O)C(F)(F)F)cc1 (centres undefined)	-8.2	-1	3	-1	0.6	-7	7	2	2
CCCNC(=O)COc1cccc(C(=O)NCc2ccccc2)c1	0.7	-3	-1	4	0.0	-4	-3	-11	-1
CN(C)S(=O)(=O)c1ccc2c(c1)nc(CCC(=O)NCCc1ccc(Cl)cc1)n2C	1.1	8	-1	1	-0.3	7	-1	7	-2
Clc1ccc(/C=C/c2nc(Cl)c(-c3ccc(Cl)cc3)c(Cl)n2)cc1	1.4	10	-7	1	0.6	-15	-13	3	0
O=C(Nc1ccc(Cl)cc1Cl)C1CCC(=O)N1Cc1ccccc1Cl (centres undefined)	3.3	9	-4	-3	0.0	-10	-6	-9	0
O=C(CN1C(=O)CSc2ccccc21)Nc1ccc2c(c1)OCCO2	3.4	-7	-3	1	-0.8	-4	4	-4	-1
COc1ccc(NC(=O)CSc2nc(O)cc(=O)n2C)cc1	1.7	17	10	-1	0.0	-2	1	5	-1
CC(=O)Nc1ccc(-c2csc(NNC(=O)c3ccc(C)cc3)n2)cc1	1.4	9	-3	1	-0.2	-1	5	19	1
CCc1ccccc1N1C(=O)C2CC=CCC2C1=O (centres undefined)	1.8	2	-1	0	0.1	-8	4	5	0
O=C(CNC(=O)c1cccc(F)c1)N/N=C/c1cccnc1	1.8	-10	-5	0	0.0	-10	8	-2	-2
O=C(c1ccc2ccccc2c1)C1CCCN(C(=O)CN2C(=O)CSC2=O)C1 (centres undefined)	1.2	-3	-2	-2	0.1	-5	3	7	-2

Profiles, looked up by structure. Values in the order: PP5 primary, ZTA counter, PP1 counter, TPT1 inh, Efflux pump mplx, EBNA-1 inhibitor, core dimer inh, PREPL inhibitor, CTSL1 counter
CS(=O)(=O)c1ccc(Cl)c(NC(=O)COC(=O)CNC(=O)c2ccc(Br)o2)c1 in the list: -0.5, -5, 0, -1, -0.2, -5, 1, 4, -11
CCOc1ccc(CCNC(=O)Cn2c(=O)oc3ccccc32)cc1OCC in the list: 0.4, 11, -1, 0, 0.1, 0, 4, 3, 0
O=C(CNC(=O)c1cccc(F)c1)N/N=C/c1cccnc1 in the list: 1.8, -10, -5, 0, 0.0, -10, 8, -2, -2
Cc1ccc(C(=O)CC2(O)C(=O)N(CN3CCOCC3)c3ccccc32)cc1 (centres undefined) in the list: 0.2, -4, -2, -1, 0.0, 1, -10, -2, 0

The results go on:
SMILES	PP5 primary	ZTA counter	PP1 counter	TPT1 inh	Efflux pump mplx	EBNA-1 inhibitor	core dimer inh	PREPL inhibitor	CTSL1 counter
Cc1cc(C(=O)NNc2ccc(C(C)C)cc2)n(C(C)(C)C)n1	2.8	-16	-3	0	0.4	5	-2	10	0
CC(C)C(C(=O)NCC1CCCO1)N(C(=O)CNS(=O)(=O)c1ccccc1)C1CCCCC1 (centres undefined)	2.1	-5	-2	-2	-0.4	7	2	8	2
CCOc1ccc(S(=O)(=O)N2CCC(C(=O)N3CCCCCC3)CC2)cc1Cl	-1.0	5	-2	3	-0.2	-6	16	1	-1
O=C(C1CCN(S(=O)(=O)c2ccc(F)cc2)CC1)N1CCOCC1	2.9	12	-5	1	0.1	-9	0	14	-1
Cc1ccc(-c2cc(NC(=O)CSc3n[nH]c(N)n3)n(-c3ccccc3)n2)cc1	1.3	18	3	-4	-0.1	8	2	22	-1
CCC(C)C(=O)Nc1nc2ccc(S(C)(=O)=O)cc2s1 (centres undefined)	0.6	0	0	-6	-0.1	2	2	0	1
O=C(NNc1nc(Nc2ccccc2)nc(N2CCOCC2)n1)Nc1ccc(Cl)cc1	-0.5	0	-1	-5	-0.3	-1	2	-5	2
Cc1ccnc(NC(=O)Cc2ccc(F)cc2)n1	1.1	15	-5	-2	0.0	8	2	3	0
CS(=O)(=O)c1ccc(NC(=O)c2ccccc2-n2cnnn2)cc1	0.1	2	2	·	-0.1	·	·	0	·
COC(=O)c1c(NC(=O)c2cccnc2)sc(C)c1C	1.9	0	2	5	0.1	0	7	6	3
Cc1cc(/C=N/n2cnnc2)c(C)n1-c1cccc(C(=O)O)c1	2.5	-9	-5	0	0.0	-8	0	8	-1
O=C(Nc1cc(Cl)ccc1-n1cncn1)c1cc(F)cc(F)c1	-0.7	-1	-4	0	0.1	0	6	-9	1
CC(=O)c1c(O)c2cccc3c2n(c1=O)CCC3	-2.9	-5	-3	7	-0.2	-20	23	9	5
Cc1ccc(Oc2ncnc(N)c2[N+](=O)[O-])cc1C	-0.2	-11	2	0	0.0	4	0	0	1
c1ccc(-c2nnc(-c3ccccn3)nc2NC2CCCCC2)cc1	0.4	-14	21*	0	-0.3	6	0	86*	-2
CC(=O)c1c(C)nc(-c2ccc(Cl)cc2)nc1N	0.4	12	-1	2	0.1	4	1	-1	5
CCC1CCc2sc(C(=O)NNC(=S)NCC3CCCO3)cc2C1 (centres undefined)	0.1	-8	-3	·	-0.1	·	·	0	·
O=C(CSCc1cccc(Br)c1)NC1CC1	2.7	5	4	0	0.3	4	1	-4	-4
Cc1cc(NC(=O)CCCn2cc([N+](=O)[O-])cn2)n(Cc2ccc(F)cc2)n1	-0.6	-3	0	-2	-0.1	-3	1	12	-3
CCOc1cc(CN2CCOCC2)cc(C(C)=O)c1	-0.8	3	2	1	-0.1	-6	3	21	2
CCn1c(=O)c2ccccc2n2c(SCC(N)=O)nnc12	-1.6	5	-3	4	0.0	8	2	-4	-2
Cc1ncoc1C(=O)N1CCCC(C(=O)c2cccc(C(F)(F)F)c2)C1 (centres undefined)	1.2	-10	2	-3	0.0	-9	-1	20	0
O=C(Cc1ccccc1)c1nc2ccccc2s1	2.9	3	2	-1	0.0	3	-2	6	-9
Cc1cc(NC(=O)COC(=O)[C@@H](NS(=O)(=O)c2ccccc2)C(C)C)no1	-1.5	-3	0	-1	-0.1	-8	-7	-2	-17
CN(c1ccccc1)S(=O)(=O)c1cccc(NC(=O)c2nn(C)c(=O)c3ccccc23)c1	2.0	0	4	·	0.5	·	·	4	·
Cc1cccc2[nH]c(SCC(=O)O)nc12	4.3	-23	-3	-2	-0.1	-6	0	8	-2
COC(=O)c1sccc1NC(=O)CC1C(=O)NCCN1C(=O)c1ccccc1 (centres undefined)	-0.2	7	-8	2	0.3	2	1	2	1
C[C@H]1CCC[C@]2(C)C[C@H]3OC(=O)C(CN4CCCCCC4)[C@H]3C=C12 (some centres undefined)	1.4	8	4	1	0.1	5	5	4	-2
CC(C)COC(=O)C(N)C(C(=O)OCC(C)C)c1ccccc1 (centres undefined)	-0.8	3	-5	3	0.0	3	-2	-6	1
COc1ccc(Cl)cc1-n1c(C)cc(C=O)c1C	1.7	22	3	0	0.4	-13	11	-1	2
Clc1cccc(/C=N/N2CCN(Cc3ccccc3)CC2)c1	-0.5	5	-1	0	-0.1	14	2	-2	1
Cc1ccc(C)c(N2CCN(CC3CC=CCC3)CC2)c1 (centres undefined)	3.8	-8	-4	-3	-0.1	4	0	8	0
CNc1c(N=Cc2cccnc2)c(=O)n(C)c(=O)n1C	-2.6	-6	-6	-1	-0.6	8	-4	-7	3
CCOc1ccc(CNC(=O)CCc2cn(Cc3ccccc3)c3ccccc23)cc1	3.2	-20	1	2	0.0	-2	9	9	1
COc1cc(NC(=O)CN(c2ccc(C)cc2)S(=O)(=O)c2c(C)noc2C)cc(OC)c1	6.2	-2	3	-4	0.0	14	3	-4	10
O=C(NCc1ccc2c(c1)OCO2)c1ccc2c(c1)N(Cc1c(F)cccc1Cl)C(=O)CS2	2.3	17	13	1	0.0	10	25	19	2
O=C(CSc1n[nH]c(-c2cccnc2)n1)Nc1ccc([N+](=O)[O-])cc1Br	-0.3	14	1	-3	0.1	10	-9	10	3
Clc1cc(Br)ccc1OCCn1ccnc1	0.3	6	-1	0	0.0	13	0	-6	3
Cc1ccccc1NC(=O)CSc1nnc(NC(=O)c2ccco2)s1	-0.4	-17	1	2	-0.1	2	-2	-4	4
Cc1cc(S(=O)(=O)N2CCOCC2)ccc1OCC(=O)Nc1ccc(Br)cc1F	1.3	-1	3	3	0.9*	2	5	-5	-3
Cc1cccc(/C=N\NC(=O)c2sccc2-n2cccc2)c1	0.6	-13	-7	3	0.5	-15	12	7	4
C=CCNC(=O)c1ccc(S(=O)(=O)CC)c(Cl)c1Cl	-2.8	-4	0	-3	-0.1	-8	-2	1	0
C=CCn1c(=NC(=O)c2sc3ccccc3c2Cl)sc2cc(S(N)(=O)=O)ccc21	-0.1	5	11	0	-0.3	31*	-1	-14	-1
Cc1nnsc1S(=O)c1ccccc1Cl (centres undefined)	-1.4	-11	-5	-4	0.4	-16	0	4	3
COc1ccccc1CNC(=O)C1CCN(S(=O)(=O)c2ccc3c(c2)OCCO3)CC1	-0.3	-7	-2	1	0.2	-18	-7	-1	-3
COc1ccc(/C=C2\SC(=S)N(N3C(=O)CCC3=O)C2=O)cc1O	0.1	0	-3	16	0.1	2	-6	3	2

Some of the compounds tested. The share of hits here may be higher or lower than overall.
